Screening results from PubChem.
SMARCA2 activ: SMARCA2 function activation, primary screen; MG213 cells, MMTV-luciferase reporter, dexamethasone, overnight; 370,000 compounds, 1% hits; activation, % at 9.1 µM; in the data active = activation above about 7.8%;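 also: 0% = vehicle wells and 100% = reference activator wells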
hgDAF12 agonist: agonists of H. glycines DAF-12 nuclear receptor | activation, % at 6.8 µM | 370,000 compounds, 1.8% hits | HEK293 GAL4-hgDAF12 UAS-luciferase reporter, agonist luminescence; normalized to butyrate control;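 active = activation above a cutoff set at the mean of all screened compounds plus 3 SD, cut at about 10% in these data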;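 also: 0% = DMSO wells and 100% = sodium butyrate wells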
NR1D1 modulator: Rev-erb alpha (human) modulation. 370,000 compounds, 0.79% hits. Rev-erbα–FITC-DNA binding, fluorescence polarization, 90 min. AID 1259318. activity, % at 10 µM. P20393;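 active = activity above about 14%, limit read from the data; passing the limit was not always enough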;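 also: 0% = DMSO wells with 35 nM protein and 100% = DMSO wells with 750 nM protein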
DAX1 inh-1: inhibitors of human orphan nuclear receptor DAX1 (NR0B1) | P51843 | HEK293 Gal4-DAX1 luciferase reporter, luminescence | inhibition, % at 6.75 µM | 340,000 compounds, 0.99% hits | AID 504766;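 active = inhibition above the mean over all tested compounds plus 3 SD, cut at about 4.2% in these data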;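 also: 0% = DAX1-transfected cells with DMSO and 100% = empty-vector control cells with DMSO; inhibition shows as a rise in luminescence from relieved DAX1 repression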
HGIII-sPLA2 inh: Inhibits HGIII-sPLA2 liposome hydrolysis, primary screen; inhibition, % at 12.2 µM; QFRET BODIPY PC-A2 liposome hydrolysis, fluorescence; 370,000 compounds, 0.56% hits; Q9NZ20;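 active = inhibition above mean plus 3 SD of compounds lying within the high and low control bounds, cut at about 19% in these data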;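 also: 0% = median of test compound wells and 100% = no enzyme DMSO wells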
ssDAF-12 act: activates DAF-12 receptor from parasite S. stercoralis | HEK293 ssDAF-12/GRIP1 lit1-tk-luc reporter, luminescence; % of 3 µM dafachronic acid response | activation, % at 6.8 µM | 370,000 compounds, 1% hits | AID 652126;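 active = activation above the mean over all tested compounds plus 3 SD, cut at about 0.9% in these data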;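 also: 0% = DMSO-only wells and 100% = 3 µM delta7-dafachronic acid wells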
PG9 binder: small molecules binding HIV-1 gp120 antibody PG9; TR-FRET gp120-PG9 antibody binding; inhibition, % at 6.7 µM; 360,000 compounds, 0.43% hits; in the data active = inhibition above about 8.5%
hcDAF-12 act: activators of H. contortus DAF-12 nuclear receptor | 370,000 compounds, 1.4% hits | HEK293 hcDAF-12 lit1-tk-luc reporter, luminescence; 0% DMSO, 100% Δ7-dafachronic acid | activation, % at 6.8 µM;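 active = activation above the mean of all tested compounds plus 3 SD, cut at about 5.5% in these data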;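 also: 100% = response to 3 µM Δ7-dafachronic acid high control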
PLC-beta3 inh: inhibitors of human phospholipase C beta3; Q01970; Purified PLC-beta3, fluorogenic substrate, fluorescence; inhibition, % at 12.2 µM; 370,000 compounds, 0.18% hits; AID 720704; in the data active = inhibition above about 11%;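 also: 0% = median of compound wells on plate and 100% = full blocker control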
Target sequence (Q01970 whole entry, looked up): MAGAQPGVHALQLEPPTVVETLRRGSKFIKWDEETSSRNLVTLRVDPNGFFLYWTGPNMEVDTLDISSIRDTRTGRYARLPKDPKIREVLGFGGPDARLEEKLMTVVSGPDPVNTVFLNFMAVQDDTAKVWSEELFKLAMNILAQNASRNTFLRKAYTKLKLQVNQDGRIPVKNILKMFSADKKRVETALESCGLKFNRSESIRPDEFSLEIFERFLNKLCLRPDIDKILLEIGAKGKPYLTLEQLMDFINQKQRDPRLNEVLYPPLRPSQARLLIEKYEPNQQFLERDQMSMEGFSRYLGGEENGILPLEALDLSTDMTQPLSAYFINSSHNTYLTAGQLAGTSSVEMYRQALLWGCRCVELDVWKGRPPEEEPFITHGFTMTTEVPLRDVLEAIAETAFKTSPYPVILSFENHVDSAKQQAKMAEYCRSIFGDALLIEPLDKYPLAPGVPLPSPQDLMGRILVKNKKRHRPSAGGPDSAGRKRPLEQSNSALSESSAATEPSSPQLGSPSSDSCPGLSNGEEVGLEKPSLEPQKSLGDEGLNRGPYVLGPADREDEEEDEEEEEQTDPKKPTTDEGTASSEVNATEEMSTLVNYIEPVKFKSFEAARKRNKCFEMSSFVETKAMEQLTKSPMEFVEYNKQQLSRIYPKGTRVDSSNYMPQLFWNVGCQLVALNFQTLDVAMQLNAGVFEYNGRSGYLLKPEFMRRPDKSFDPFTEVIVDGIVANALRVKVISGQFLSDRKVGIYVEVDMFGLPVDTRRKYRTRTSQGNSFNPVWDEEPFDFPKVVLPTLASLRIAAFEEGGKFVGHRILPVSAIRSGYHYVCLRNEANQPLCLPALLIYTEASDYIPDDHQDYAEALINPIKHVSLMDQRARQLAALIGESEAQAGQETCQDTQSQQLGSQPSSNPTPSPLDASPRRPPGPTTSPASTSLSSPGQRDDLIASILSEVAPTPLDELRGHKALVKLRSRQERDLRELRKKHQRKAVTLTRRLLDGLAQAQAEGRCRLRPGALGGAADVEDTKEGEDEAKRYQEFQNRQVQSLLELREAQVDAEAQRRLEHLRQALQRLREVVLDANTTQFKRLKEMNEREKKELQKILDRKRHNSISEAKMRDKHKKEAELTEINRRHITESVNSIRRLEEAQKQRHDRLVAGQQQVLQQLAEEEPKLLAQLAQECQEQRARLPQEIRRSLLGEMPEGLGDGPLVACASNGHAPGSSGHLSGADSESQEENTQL
DAX1 inh-2: inhibitors of DAX1 repression of SF-1 activated StAR promoter | 370,000 compounds, 1.1% hits | AID 652010 | inhibition, % at 6.8 µM | HEK293T StAR-luciferase reporter, SF-1/DAX-1 repression relief;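 active = inhibition above the mean over all tested compounds plus 3 SD, cut at about 3.6% in these data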;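 also: 0% = DAX-1 cells with DMSO and 100% = cells lacking DAX-1 with DMSO; higher inhibition means more luminescence from relief of DAX-1 repression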
FXN GAA850 act: increases GAA850 frataxin promoter reporter activity | activation, % at 6 µM | 360,000 compounds, 0.56% hits | HEK293 lucGAA850 FXN promoter luciferase reporter, 24 h; percent of 10 µM SAHA response;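 active = activation above the average of all compounds screened plus 3 SD, cutoff fixed separately per campaign, cut at about 7.5% in these data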;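 also: 0% = DMSO wells and 100% = 10 µM SAHA wells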
* marks the source's active call; other numbers are inactive results; i = inactive; · = not tested or not shown.

SMILES	SMARCA2 activ	hgDAF12 agonist	NR1D1 modulator	DAX1 inh-1	HGIII-sPLA2 inh	ssDAF-12 act	PG9 binder	hcDAF-12 act	PLC-beta3 inh	DAX1 inh-2	FXN GAA850 act
CN(C)CCNC(=O)c1ccc(CS(=O)(=O)c2ccc(Br)cc2)o1	-3	1.1	3	2.3	7	-1.7	-0.7	0.0	-1	0.1	-0.3
CCOC(=O)c1nn(-c2ccc3c(c2)CCN3C(C)=O)cc1O	7	7.9	-1	-0.6	-6	0.2	-1.3	5.3	i	3.9*	1.4
CC(=O)OCC(=O)C1(O)CCC2C3CCC4=CC(=O)CCC4(C)C3(F)C(O)CC21C (stereo not given)	-3	-5.7	6	-1.1	-1	-1.5	-0.2	1.3	0	1.4	3.2
CCCCN(CC(=O)NC1CC1)S(=O)(=O)c1ccc(OCC)cc1	-1	-2.6	3	1.0	-2	-0.8	-1.2	-1.5	-2	0.6	1.0
CC(=O)Nc1cccc(NC(=O)CSc2nnnn2Cc2ccccc2)c1	-1	-0.5	-2	-1.1	-6	-1.4	-2.2	-1.7	-1	-1.1	-1.8
Cc1c(C=O)c2ccccn2c1C(=O)c1ccc(Cl)c([N+](=O)[O-])c1	2	3.0	-4	2.8	3	-0.1	-0.7	-0.2	-6	0.4	1.0
COC(=O)c1[nH]c2ccccc2c1NC(=O)C(C)N1CCOCC1 (stereo not given)	-1	2.1	3	-2.3	8	0.3	-0.3	4.5	-13	-0.9	2.0
CCS(=O)(=O)n1nc(-c2ccc(C)cc2)nc1N	0	2.1	-2	0.8	5	-0.8	1.5	0.1	-2	0.1	1.3
CCNc1nn2ccccc2c1/C=C(\C#N)C(=O)OCC	0	-0.1	6	-1.8	4	-1.2	-0.2	-0.1	-7	-0.4	2.1
CCOc1ccc(-n2nnc3c(=O)n(CC(=O)Nc4cc(C)on4)cnc32)cc1	-1	0.6	-5	-0.9	-4	-1.2	-2.3	-1.1	-6	-0.2	0.7
O=C(c1cc(C2CC2)on1)N1CCN(c2ccccc2)CC1	-2	1.1	-2	0.2	4	0.5	-2.3	4.2	3	-0.4	1.1
COc1ccc(NC(=O)COc2ncnc3ccccc23)cc1S(=O)(=O)N1CCOCC1	1	0.7	-5	0.8	1	-0.7	0.4	-2.5	-29	0.3	1.6
Cn1c(=O)c(=O)n(C)c2cc(S(=O)(=O)N3CCC(N4CCCCC4)CC3)ccc21	-4	2.4	0	0.4	7	-1.5	0.4	-0.2	-15	0.5	0.9
C=CCOc1ccc(CN(C)Cc2nc3cc(C(F)(F)F)ccc3c(=O)[nH]2)cc1	-5	-2.6	2	0.8	1	-2.3	-0.4	-1.4	-2	-1.1	-0.1
CC1CC(C)CN(S(=O)(=O)c2ccc(Cl)cc2)C1 (stereo not given)	-3	-0.4	6	-1.4	4	-0.8	-2.3	-2.7	-1	-0.4	-0.6
Cc1ccc(CNC(=O)C2CC(=O)N(C3CCCCCC3)C2)cc1 (stereo not given)	0	-3.2	1	0.1	2	-1.2	1.2	0.8	-5	0.5	1.4
O=C(NC1CCCCN(Cc2cccc(C(F)(F)F)c2)C1=O)c1ccc(Cl)cc1 (stereo not given)	-3	-4.0	-5	·	2	-2.2	·	-3.6	1	-2.5	·
O=C(N/C(=C\c1ccccc1)C(=O)N1CCOCC1)c1ccccc1Cl	-2	-1.4	1	0.0	5	-0.9	-0.1	-1.0	-7	-0.5	-0.9
O=C(COCc1ccccc1)N1CCC(Oc2cccnc2)CC1	4	5.3	6	·	-1	0.0	·	0.9	2	3.1	·
Cc1ccc2oc(-c3ccc(C)c(NC(=O)Cc4cccs4)c3)nc2c1	3	0.8	9	1.4	2	-0.1	-2.2	-0.4	2	0.3	-1.4
O=C(c1ccc(NS(=O)(=O)c2cccc([N+](=O)[O-])c2)cc1)N1CCCCCC1	0	0.3	0	0.8	-12	-0.9	-2.1	-1.7	-3	-1.1	-0.7
Cc1nn(-c2cc(N3CCCCC3)ccc2N)c(=O)c2ccccc12	1	1.3	-3	-0.7	7	-0.9	-1.3	-1.1	-3	0.4	-0.1
O=C(O)CN1c2cccc3cccc(c23)S1(=O)=O	-1	2.1	4	2.0	-5	-0.3	-1.2	8.0*	-499	0.1	0.5
COc1ccc(CNC(=O)C2(C)Cc3c(-c4cccc(NC(C)=O)c4)ccnc3O2)cc1OC (stereo not given)	-3	-0.1	3	·	6	-1.3	-0.6	-0.3	1	-1.8	-3.1
Cc1cc(OCCCCN2C(=O)NC(C)(C)C2=O)cc(C)c1Cl	-7	-1.5	11	-0.4	-21	-1.6	1.6	-2.0	1	0.3	0.0
Later entries.
SMILES	SMARCA2 activ	hgDAF12 agonist	NR1D1 modulator	DAX1 inh-1	HGIII-sPLA2 inh	ssDAF-12 act	PG9 binder	hcDAF-12 act	PLC-beta3 inh	DAX1 inh-2	FXN GAA850 act
O=C(Cc1ccc([N+](=O)[O-])cc1)NC(C(=O)O)C(O)c1cccc([N+](=O)[O-])c1 (stereo not given)	-4	0.0	-4	-0.7	3	-0.9	-0.9	-2.2	-5	-0.1	1.6
Oc1ccc(/C=N/Nc2ccnc3cc(Cl)ccc23)c(O)c1	15*	1.1	-21	-0.7	-36	-1.1	-2.7	-1.6	-123	-1.4	12*
CCOc1ccc2nc(/N=C/c3c(C)[nH]n(-c4ccccc4)c3=O)sc2c1	1	4.2	5	3.6	-1	0.9*	-0.1	2.0	9	1.6	6.7
CCc1cccc(NC(=O)CCNS(=O)(=O)c2cc(Br)cnc2N)c1	-1	-0.5	-4	-0.1	-21	-1.1	2.1	1.9	-5	0.1	2.3
S=c1nc(-c2ccco2)[nH][nH]1	4	0.7	-2	-0.8	3	-0.6	-0.5	-1.6	0	0.5	1.2
Cn1c(C(=O)NN)cc2cc(Oc3ccccc3)ccc21	-3	-2.5	11	0.1	18	-1.2	0.3	1.6	-19	-0.1	0.8
CC1(C)C[C@H](O)[C@]2(CO)CC[C@]3(C)C(=CCC4[C@@]5(C)CC[C@H](O)C(C)(C)C5CC[C@]43C)[C@@H]2C1 (stereo not given in full)	1	0.5	6	1.2	-4	-1.4	1.2	0.5	6	1.0	-1.7
O=C(O)/C=C/C(=O)Nc1ccc(N2CCOCC2)nc1N1CCOCC1	5	3.8	1	0.0	1	0.0	-4.6	0.2	-20	-0.6	3.7
Cc1cccc(NC(=O)Nc2ccccc2C(=O)N2CCCC2)c1	1	-0.8	0	·	-4	0.2	·	-0.8	2	0.0	·
CSc1nc(C)c(CCOC(=O)c2ccccc2)c(=O)[nH]1	0	-1.2	-3	0.6	4	-0.7	1.0	-0.5	1	-0.5	-0.5
COc1ccccc1N(CC(=O)NC(C)(C)C)S(=O)(=O)c1cccs1	0	2.9	5	0.3	1	-1.5	-0.9	-1.6	2	0.2	-0.2
COc1cccc(COC(=O)Cc2ccc(S(=O)(=O)N3CCOCC3)s2)c1OC	-1	1.4	7	0.1	-58	-1.5	0.1	-1.4	-6	-1.0	1.9
CC(=O)c1ccc(NC(=O)C(C)Nc2ccc(Cl)cc2)cc1 (stereo not given)	-1	0.6	1	-0.2	-7	-1.0	1.9	-0.5	-5	-0.6	-1.0
N#Cc1c(N)nc2c(c1N)CC(CO)O2 (stereo not given)	1	0.5	0	1.7	0	-0.5	0.2	1.1	2	0.2	1.1
COC(=O)[C@@]1(Cc2ccc(OC)cc2)[C@H]2c3cc(C(=O)N4CCCC4)n(C[C@H](O)CO)c3C[C@H]2CN1C(=O)c1ccccc1	-1	-1.1	-5	·	-5	-1.4	-1.3	0.1	-3	-0.7	·
CC(C)CC(CO)N1CCN(C(=O)c2cccc(Cl)c2)CCC1=O (stereo not given)	-1	-0.3	0	1.6	4	-1.2	0.1	-7.0	1	-0.3	-2.8
Cc1nn(-c2ccc(C(=O)O)cc2)c(C)c1Cl	3	0.8	-8	-1.3	4	-0.9	-0.1	-0.6	0	-1.1	-1.3
O=C(CCC1CCCC1)Nc1nnc(-c2ccc3c(c2)OCO3)s1	-4	-0.3	-2	-0.5	11	-1.3	-1.5	-1.2	-4	0.6	0.3
Cc1[nH]c(C)c(S(=O)(=O)NCc2ccc(F)cc2)c1C(=O)N1CCCCC1	-2	1.4	-1	0.1	-4	-1.3	-1.1	-0.1	-4	-1.2	1.1
O=C(CN(CC1CCCO1)C(=O)CNS(=O)(=O)c1ccc(Cl)cc1)NC1CCCC1 (stereo not given)	0	-2.7	3	0.6	4	-1.2	0.6	-1.8	-8	-0.2	-0.8
C=CCOC(=O)/C(=C\c1ccccc1)NC(=O)c1ccco1	-4	1.9	-4	-0.6	-3	-0.4	-2.2	3.9	9	-0.2	0.7
OCC[C@@H]1C[C@@H](O)[C@H](O)[C@]2(OCCc3ccccc32)O1	1	0.0	2	1.2	5	-1.2	-2.9	0.3	4	-0.1	1.5
Cc1nc(-c2ccc(NC(=O)CC(C)C)cc2)cs1	5	13*	-3	0.9	-8	-0.8	0.5	3.9	-4	0.9	3.9
COC(=O)c1ccc(CO/N=C/c2ccccc2OC)cc1	2	2.8	6	-1.2	-6	-1.0	-0.5	-2.3	-5	-0.1	2.4
CCc1nnc(NC(=O)CCC(=O)N2CCN(Cc3ccccc3)CC2)s1	-1	-0.7	1	-1.2	4	-1.0	-0.5	-2.5	0	-0.3	0.6
(list continues)
SMILES	SMARCA2 activ	hgDAF12 agonist	NR1D1 modulator	DAX1 inh-1	HGIII-sPLA2 inh	ssDAF-12 act	PG9 binder	hcDAF-12 act	PLC-beta3 inh	DAX1 inh-2	FXN GAA850 act
CC[C@]1(C(=O)OC)[C@H]2C(=O)N(C)C(=O)[C@H]2[C@H]2CN=C(SCc3ccc(Cl)cc3)N21	-5	0.2	3	-0.1	5	-1.0	-0.7	-1.0	-2	0.2	5.7
CCNc1nc(N)nc(Oc2ccc(C(=O)OC)cc2)n1	2	6.6	0	0.7	-3	-1.0	0.4	1.2	0	1.3	2.5
O=C(CCn1[nH]c(=O)c2ccccc2c1=O)OC1CCCCC1	-2	-3.5	-1	1.0	8	-1.2	1.9	-0.4	-14	0.9	-1.1
CC(CNC(=O)CN1C(=O)CCSc2ccccc21)c1ccccc1 (stereo not given)	-2	-0.7	-2	1.5	-1	-1.3	0.7	-1.9	-4	0.1	1.2
Cc1cc(=O)[nH]c(SCC(=O)c2ccccc2)c1C#N	1	0.3	1	-1.7	-5	-1.0	-1.8	-1.7	-9	-0.5	1.5
Clc1ccc2c(-c3ccccc3)nc(-c3cccs3)nc2c1	4	-0.1	8	·	5	-0.3	0.5	-0.5	-3	-1.2	·
CS(=O)(=O)N(CC(=O)NCc1ccco1)Cc1ccc(Cl)cc1	1	-1.9	2	-1.1	-8	-0.3	2.5	-0.9	-3	-0.6	4.0
O=C1C=C(N2CCOCC2)c2ccccc2C1=O	-9	-7.2	-4	-4.7	-2	-1.1	-9.7	-0.4	-24	-1.8	-11
O=C(c1ccc(F)cc1F)N1CCC(Oc2cccnc2)CC1	2	-3.0	-4	·	6	-0.8	·	-1.8	0	0.0	·
Cc1cc(C)n(CC(C)NCc2cn[nH]c2-c2ccc(C)c(C)c2)n1 (stereo not given)	-2	-1.6	2	-0.2	-12	-1.4	-0.8	-1.3	-5	-0.3	-0.1
